# 14-3-3 PPI: modulators of 14-3-3 gamma protein binding, primary screen, biochemical, fluorescence polarization. 14-3-3 protein gamma (Homo sapiens), P61981. FP, 14-3-3gamma / TMR-pS259-Raf peptide binding. inhibition, % at 40 µM. 0.19% of 160,000 active. AID 422, 2006; in the data active = inhibition above about 30%;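 also: 0% = protein plus tracer without compound and 100% = blank with tracer alone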
# Target sequence (P61981 whole entry, looked up): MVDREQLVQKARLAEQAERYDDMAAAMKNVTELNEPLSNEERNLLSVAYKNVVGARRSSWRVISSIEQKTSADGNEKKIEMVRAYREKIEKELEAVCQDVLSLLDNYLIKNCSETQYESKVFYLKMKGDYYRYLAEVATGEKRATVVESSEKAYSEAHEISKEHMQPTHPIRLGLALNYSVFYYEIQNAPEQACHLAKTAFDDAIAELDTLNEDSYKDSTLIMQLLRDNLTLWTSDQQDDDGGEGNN
# * marks the source's active call; other numbers are inactive results; & = joins results of further samples. An excerpt (hit frequency here may not be typical).
Structure	14-3-3 PPI
Cc1ccc(-c2nnc(SCC#CCOC(=O)C(C)(C)C)o2)cc1	5
O=C(NCC1CCCO1)c1ccc(Cl)c([N+](=O)[O-])c1 (centres undefined)	-4
CSc1ncccc1C(=O)OCn1nnc2ccccc2c1=O	0
COc1ccc(CCN2CC34C=CC(O3)C(C(=O)NCc3ccc(F)cc3)C4C2=O)cc1OC (centres undefined)	-5
CCOC(=O)c1ccc(N2C(=O)CC(N3CCC(O)(c4ccc(Cl)cc4)CC3)C2=O)cc1 (centres undefined)	0
CC(=O)NC(Cc1ccc(C)cc1)C(=O)NC1CCN(C(=O)c2cnccn2)CC1 (centres undefined)	-4
CCc1ccc(-c2cc(O)cc3sc(=O)oc23)cc1	5
CCOC(=O)c1cc(C#N)c(SCC#N)nc1C	-3
COc1ccc(N2CCCC2=N)c(OC)c1	-8
O=C(c1ccc2c(c1)C1C3CCC(C3)C1C(c1ccccc1)N2)N1CCOCC1 (centres undefined)	-3
Cc1cccc(-n2nc3c(c2NC(=O)C2CCCCC2)CSC3)c1C	2
CCOC(=O)c1cnn(-c2ccccc2)c1NC(=O)c1cccc(F)c1	-1
COC(=O)c1ccc(NS(=O)(=O)c2ccc3[nH]c(=O)c(=O)[nH]c3c2)cc1	-8
O=C(Cc1ccccc1Br)N(CCCN1CCOCC1)Cc1cccs1	-7
COc1cccc(-c2cn3c4c(=O)n(C)c(=O)n(C)c4nc3n2-c2ccc(C)cc2)c1	-8
COCCNc1cc(C)nc2ccccc12	-2&-51
CCOC(=O)c1ccc2ncc(C(=O)OCC)c(Nc3ccc(N4CCCCC4)cc3)c2c1	-13
CCc1nnc(NC(=O)CSc2nnc3scc(-c4ccc(C)cc4)n23)s1	4
CCn1c(SCC(=O)N2CCC(C(N)=O)(N3CCCCC3)CC2)nc2ccccc2c1=O	7
CCCCC(=O)Nc1cc(NC(=O)CCCC)cc(C(=O)O)c1	6
Cc1ccccc1CSC1=NCCN1C(=O)c1ccc(OC(C)C)cc1	-3
Cc1oc2nc(SCCCC(=O)NCCO)nc(N)c2c1C	1
C=CCc1cccc2cc(C(=O)Nc3ccc(OC)cc3OC)c(=O)oc12	-1
CCc1nc(SCc2cccnc2)[nH]c(=O)c1C	3
CCOC(=O)CCCCC(=O)c1[nH]c(=O)[nH]c1CSc1nc2ccccc2[nH]1	-8
Brc1ccc(-c2nc(N3CCCCCC3)c3ccccc3n2)cc1	-7
Cn1nnnc1SCc1csc(Nc2ccccc2)n1	-18
CCCCC(C(=O)Nc1ccc(Oc2cccc(C)c2)cc1)N1C(=O)c2ccccc2C1=O (centres undefined)	-3
Cn1cnnc1SCCC(=O)Nc1ccccc1	2&2
CCc1cc(-c2[nH]ncc2-c2ccc3c(c2)OCO3)c(O)cc1O	-6
O=C(CSc1nnc(Cc2cccs2)n1Cc1ccco1)Nc1cc(Cl)cc(Cl)c1	-8
CC1=C(C(=O)Nc2cccc(F)c2)C(c2ccccn2)C2=C(CC(C)(C)CC2=O)N1 (centres undefined)	7
O=C(NCc1ccccc1Cl)c1c(O)c2cccc3c2n(c1=O)CCC3	-6
Cc1cccc2nc(-c3cccs3)c(Nc3ccccc3)n12	-6
CCOC(=O)c1cc(C#N)c(N)nc1C	-16
Cc1c(C#N)c2ccccc2n1CC(=O)O	0
CCOc1ccc(NC(=O)CSc2nc3c(c(=O)n2-c2ccc(C)cc2)SCC3)cc1	-10
COc1ccc(C2=NN(C(=O)c3ccccc3Cl)C(c3cccc(OC)c3OC)C2)cc1OC (centres undefined)	-2
Cc1ccc(-c2nn(C)c(=O)c3ccccc23)cc1S(=O)(=O)NC(C)c1ccccc1 (centres undefined)	7
CC(=O)NC1C(=O)Nc2c1cccc2C(F)(F)F (centres undefined)	7
O=C1CCC(=O)N1c1cccc(N2C(=O)CCC2=O)n1	-3
O=C(NCc1ccncc1)c1cnccn1	4
Cn1c(CNc2nc3ccccc3n2CCN2CCCCC2)nc2ccccc21	2
O=C(C1CCN(S(=O)(=O)N2CCCC2)CC1)N1CCOCC1	5
Cc1ccc(N=Cc2cc(Cl)cc([N+](=O)[O-])c2O)cc1Cl	42*
Cc1cc(C)c(S(=O)(=O)NC2=CC(=NCc3ccccc3)C(=O)c3ccccc32)c(C)c1	-114
Cn1nnc(NC(=O)CSc2ccc(Cl)cc2)n1	-3
COc1cc2c(cc1NC(=O)NC1CCCCC1)oc1ccccc12	-1
O=c1[nH]c(=S)[nH]c2ccccc12	1
CCOc1ccc2c(c1)CN(c1ccc(Br)cc1)CO2	-5
COc1ccc(NC(=O)c2sc3ncnc(N(C)c4ccccc4)c3c2C)cc1Cl	14
O=c1c2cc(N3CCOCC3)ccc2[nH]c(=S)n1CCCN1CCCCC1	-14&-1
CCN1C(=O)CC(C(=O)NC)SC1=Nc1cc(Cl)c(O)c(Cl)c1 (centres undefined)	-3
COc1ccc(-c2nc3c4c(-c5ccc(OC)cc5)c(-c5ccc(OC)cc5)oc4ncn3n2)cc1	-5
Cc1ccc(Cn2c(-n3nc(C)cc3C)nc3c2c(=O)[nH]c(=O)n3C)cc1	4
COc1ccc(N2C(=O)CCC(C(=O)NC3CCCCC3)C2c2ccc(F)cc2)cc1 (centres undefined)	-6

# Four entries from above, set out differently.
> Brc1ccc(-c2nc(N3CCCCCC3)c3ccccc3n2)cc1
  14-3-3 PPI = -7

> CCOC(=O)c1cnn(-c2ccccc2)c1NC(=O)c1cccc(F)c1
  14-3-3 PPI = -1

> Cc1c(C#N)c2ccccc2n1CC(=O)O
  14-3-3 PPI = 0

> COc1ccc(N2CCCC2=N)c(OC)c1
  14-3-3 PPI = -8

# (further entries)
Structure	14-3-3 PPI
COc1ccc(OC)c(C=Nc2ccc(-c3nc4ccc(C)cc4s3)cc2)c1	-7
O=C(NC1CCCCC1)c1cc(-c2ccc(F)cc2)on1	0
O=C(CSc1nc2ccc([N+](=O)[O-])cc2[nH]1)NCCOC12CC3CC(CC(C3)C1)C2	9
CCC1SC2=NC(C)=C(C(=O)OCC(C)C)C(c3ccc(OC(C)=O)cc3)N2C1=O (centres undefined)	-11
Cc1cc(Nc2ccc3ccccc3c2)n2ncnc2n1	-7
O=C(Nc1cccc2c1C(=O)NC2=O)c1ccc(S(=O)(=O)N2CCCC2)cc1	-6
Cc1cccc(C)c1Nc1c(-c2ccc(Cl)cc2)nc2ncccn12	-6
Cc1ccc(OC(=O)Cn2cnc3sc4c(c3c2=O)CCCC4)cc1	-4
CCN(CC)c1nc(C#N)cc(-c2ccc(OC)cc2)n1	-6
Cc1ccn2c(NC3CCCCC3)c(C)nc2c1	2
CCOc1ccc2nc(NC(=O)CCC(=O)OCC(F)(F)F)sc2c1	-6
CCc1ccccc1NC(=O)COc1ccccc1C	-3
CCCn1c(C)cc(=O)c2cc(NC(=O)c3ccccn3)ccc21	-10
O=C(CN1C(=O)c2ccccc2C1=O)Nc1ccccc1Br	4
COc1cc2c(cc1OC)C(COc1ccc([N+](=O)[O-])cc1)N(C(=O)Nc1cccc(C)c1)CC2 (centres undefined)	-6
Cc1cc(I)cc2c1NC(c1cccc([N+](=O)[O-])c1)C1CC=CC21 (centres undefined)	-116
CCOC(=O)C1=CSC2(S1)C(C(=O)OCC)=CSC1=C2c2ccccc2N(CC)C1(C)C (centres undefined)	-1
CCN(CC)S(=O)(=O)c1ccc2oc(C(=O)N3CCC(C)CC3)c(C)c2c1	-1
O=c1[nH]c(SCc2ccccc2Cl)nc2c1CCCC2	-4
CCN(CC)C(=O)Cn1cnc2c1c(=O)n(C)c(=O)n2C	2
N#Cc1nc(COc2ccc(F)cc2)oc1NCc1ccco1	-3
O=C(O)c1ccccc1C(=O)Nc1cc([N+](=O)[O-])ccc1F	3
CCCOc1ccc(C2C(C(=O)OCc3ccccc3)=C(C)N=C3SC(C)C(=O)N32)cc1 (centres undefined)	9
O=C1c2ccc(Oc3cccc([N+](=O)[O-])c3)cc2C(=O)N1c1c[nH]c(=O)[nH]c1=O	-12
Cc1cc2nc(NC3=NCN(CCN4CCOCC4)CN3)nc(C)c2cc1C	9
CC(C)COC(=O)c1cccc(NC(=O)c2cccc([N+](=O)[O-])c2)c1	0
C=C1C2(C(=O)Nc3nccs3)CCC(C2)C1(C)C (centres undefined)	-4
Cc1ccc(C(=O)Nc2c3c(nn2-c2cccc(Cl)c2)CSC3)cc1[N+](=O)[O-]	-1
COc1ccc2cc3cc(C(=O)N4CCOCC4)oc3nc2c1	-2
CCN(CC)C(=O)Cn1cnc2sc(C(=O)Nc3ccc(C)c(Cl)c3)c(C)c2c1=O	-6
CCOC(=O)c1sc2ncn(C(C)C(=O)OC)c(=O)c2c1C (centres undefined)	-1
COCC(=O)N(C)C1(c2nnnn2CCOC(=O)Nc2ccc(Cl)cc2)CCCC1	3
Cc1ccc(CNC(=O)C2CCN(S(=O)(=O)c3cccs3)CC2)cc1	-1
Cc1c(C(=O)NCc2ccco2)cccc1[N+](=O)[O-]	-1
CCOC(=O)Nc1cccc(Cl)c1C	-12
CCn1c(SCC(=O)Nc2cc(OC)ccc2OC)nnc1C1CCCCC1	-7
O=C(O)CCCC(=O)Nc1ccccc1Br	-17
CCC(C)NC(=O)c1c[nH]c2ccc(S(=O)(=O)N(C)c3ccc(Br)cc3)cc2c1=O (centres undefined)	-5
COCCN1CN=C(Nc2nc(C)c3ccc(C)cc3n2)NC1	0
CCOc1cc(NC(=O)C2CCCO2)c(OCC)cc1NC(=O)C1CC1 (centres undefined)	-37
O=C(/C=C/Nc1ccccc1)c1ccccc1	5
CC1CC(C)CN(c2nc3c(c(=O)n(C)c(=O)n3C)n2CCSc2ncccn2)C1 (centres undefined)	-1
CCC(=O)N1c2ccccc2NC2=C(C(=O)CC(C)(C)C2)C1c1cccc(F)c1 (centres undefined)	-6
O=c1c2sc(-c3ccc([N+](=O)[O-])cc3)cc2nc2n1CCCCC2	3
N#Cc1nc(Cc2ccccc2)oc1NCCN1CCOCC1	7
Nc1c(C(=O)Nc2nccs2)sc2nc3c(c(-c4cccs4)c12)CCCCC3	-1
CCCN(CCC)CCNC(=O)C(NS(=O)(=O)c1ccc2c(c1)CCC(=O)N2)c1ccccc1 (centres undefined)	-2
COc1ccc(S(=O)(=O)NCc2ccc(C(=O)NCc3ccc(Cl)cc3)cc2)cc1	-1
CCc1ccccc1NC(=O)CC(O)(C(=O)OC)C(F)(F)F (centres undefined)	0
O=C(CSc1nnc(-c2ccc(F)cc2)o1)c1ccc2c(c1)OCCO2	2
CCOC(=O)Nc1sc2c(c1C(=O)OCC)CCC2	-11
O=C(Nc1ccc(Cl)cc1)Nc1ccc(Oc2ccccc2)cc1	-5
Cc1ccc(C)c(CSC2=NCCN2C(=O)c2ccc(S(=O)(=O)N3CCOCC3)cc2)c1	-3
O=C(O)CCn1c(SCc2cc(=O)n3ccccc3n2)nc2ccsc2c1=O	-1
Cc1ccc(S(=O)(=O)N2CCC(C(=O)Nc3ccccc3C(F)(F)F)CC2)cc1	8
Cc1cc(C)n2nc(S(=O)(=O)N3CCC(C(=O)O)CC3)nc2n1	0

# 3 structures from above, ordered by length of the SMILES, high to low.
Structure	14-3-3 PPI
O=C(O)CCn1c(SCc2cc(=O)n3ccccc3n2)nc2ccsc2c1=O	-1
CCc1ccccc1NC(=O)CC(O)(C(=O)OC)C(F)(F)F (centres undefined)	0
CCOC(=O)Nc1sc2c(c1C(=O)OCC)CCC2	-11

# Next structures.
Structure	14-3-3 PPI
CCOC(=O)c1ccc(NC(=O)CSc2nnc(Cn3c(=O)sc4ccccc43)n2C)cc1	-2
CCc1nnc2n1N=C(c1ccc3c(c1)OCCO3)CS2	-8
O=C(Nc1ccccc1)Nc1nnc(Cc2ccc(Cl)cc2)s1	6
CCSc1nnc(NC(=O)CCN2C(=O)C3C4C=CC(C4)C3C2=O)s1 (centres undefined)	9
CCCCOC(=O)Nc1ccc(S(=O)(=O)Nc2cc(C)nc(C)n2)cc1	6
CCOc1ccc(C2C(C#N)=C(N)Oc3cc(C)n(CCN4CCOCC4)c(=O)c32)cc1OCC (centres undefined)	0
COc1ccc(NC(=O)c2cc(S(=O)(=O)N3CCCCC3)ccc2F)cc1	0
Cc1cc(C)nc(SCCC(=O)O)n1	0
CN(C)c1nc2c(c(=O)n(C)c(=O)n2C)n1Cc1ccccc1	-4
O=C(CCCn1c(=O)[nH]c2ccccc2c1=O)N(Cc1ccccc1)Cc1ccccc1	0
CC(=O)NC(CCS(C)(=O)=O)C(=O)Nc1cc(Cl)ccc1Cl (centres undefined)	-3
Fc1ccc(N2CN(Cc3ccccc3)CNC2=S)cc1	4
Cc1nn(C(=O)COc2ccccc2[N+](=O)[O-])c(C)c1Sc1ccc([N+](=O)[O-])cc1	3
O=c1cc(-c2ccccc2)[nH]c2[nH]n(-c3ccccc3)c(=O)c12	-4
CCOc1cc2[nH]c(=S)n(C3CCCCC3)c(=O)c2cc1OCC	-13
COCCCNc1nc2ccccc2nc1NS(=O)(=O)c1cccs1	1
CCOC(=O)c1cnc2ccc(C)cc2c1Nc1ccc(C)cc1	-8
Cn1c(=O)cc(SCC(=O)NCCCN2CCN(c3ccc(F)cc3)CC2)c2ccccc21	-1
CCc1nc(SCC(=O)Nc2cc(C)on2)n[nH]1	-5&0
Cc1cc(=O)n2nc(N3CCCC(C(=O)N4CCN(c5ccccc5)CC4)C3)sc2n1 (centres undefined)	-1
Cc1sc2ncnc(Oc3ccc4ccc(=O)oc4c3)c2c1C	2
COC(=O)C1=C(N)OC2=C(C(=O)CC(C)(C)C2)C1c1ccccc1F (centres undefined)	-11
Cc1cc(C)c2[nH]c(=O)c(CN(Cc3ccc4c(c3)OCO4)Cc3nnnn3C3CCCC3)cc2c1	-6
